# High-throughput results as filed in PubChem BioAssay.
# KCNK3 inh: human KCNK3 channel inhibition, primary screen. AID 602410. CHO-KCNK3 thallium flux, FluxOR fluorescence; active compounds read low. B-score at 10 µM. O14649. 0.84% of 340,000 active;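 active = B-score under library mean minus 4 SD, starting fluorescence ratio at most library mean plus 5 SD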;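 note: more negative B-score means stronger inhibition of thallium flux through KCNK3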
# TRPC4 agonist: activators of mouse TRPC4 channel; Q9QUQ5; HEK293 TRPC4beta/mu-opioid, Fluo4 calcium fluorescence; active compounds read high; B-score at 10 µM; 0.49% of 310,000 active;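 active = B-score above 5 SD of library B-scores, and initial fluorescence ratio not above library mean plus 5 SD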;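 note: positive B-score marks a calcium rise read as TRPC4 activation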
#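 Assay system: HEK293 cells stably co-expressing mouse TRPC4beta and mu-opioid receptor / Timing: Fluo4 dye loading 45 min at room temperature, 110 s recording / Signal: Fluo4 calcium-sensitive dye fluorescence, kinetic, 1 Hz baseline / Read-out: integrated baseline-normalised fluorescence ratio, converted to per-well B score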
# KCNK9 block: blocks the human KCNK9 two-pore domain potassium channel | HEK293 KCNK9, FluxOR thallium flux fluorescence; active compounds read low | B-score at 10 µM | 1.2% of 310,000 active | AID 488922;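 active = ratio B-score over 3 SD below the library mean, with starting fluorescence within 5 SD of its mean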;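 note: negative B-score means less thallium flux so channel inhibition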
# DYRK1A inh: inhibitors of rat Dyrk1A kinase; 0.43% of 310,000 active; inhibition, % at 12.5 µM; Q63470; ADP-Glo luminescence, NFATc1 peptide; AID 504441; in the data active = inhibition above about 50%;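 note: plate controls were vehicle with enzyme for no effect and no enzyme for full effect; many of its hits are not listed in these tables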
# TRPC4 PAM: allosterically enhances the mouse TRPC4 cation channel | Q9QUQ5 | HEK293 TRPC4beta/mu-opioid, DAMGO EC20, Fluo-4 Ca2+ flux; active compounds read high | B-score at 10 µM | 0.42% of 310,000 active | AID 2227;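 active = B-score of calcium response area above 5 SD of library B-scores, with initial fluorescence ratio within 5 SD of library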;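 note: B-score of integrated fluorescence ratio over time as area under calcium response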
# KCNQ1 pot: potentiates or activates the human KCNQ1 potassium channel. B-score at 10 µM. 0.35% of 310,000 active. CHO-K1 KCNQ1, thallium flux FluxOR fluorescence; active compounds read high. P51787. AID 2648;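 active = fluorescence ratio B-score, a plate-corrected score, at least three library SD, with initial intensity B-score within 5 SD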
#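 Assay system: stable KCNQ1 CHO-K1 line; medium: assay buffer, equal DMSO in all wells; timing: 90 min dye loading and 20 min compound exposure, both at room temperature; technique: kinetic FluxOR thallium fluorescence, 10-s 1-Hz baseline, 110-s post-stimulus read; read-out basis: B score of baseline-normalized fluorescence ratio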
# TMEM16A inh: blocks the mouse calcium-activated chloride channel TMEM16A; 1.2% of 310,000 active; normalized B-score (activity score, 25-100; higher = stronger inhibition) at 10 µM; HEK293 TMEM16A/YFP iodide influx fluorescence, ionomycin; Q8BHY3;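 active = ratio plate-corrected score three or more library SD toward inhibition, starting fluorescence score within five deviations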;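 note: score derived from kinetic fluorescence span divided by baseline fluorescence per well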
# Target sequence (Q8BHY3 whole entry, looked up): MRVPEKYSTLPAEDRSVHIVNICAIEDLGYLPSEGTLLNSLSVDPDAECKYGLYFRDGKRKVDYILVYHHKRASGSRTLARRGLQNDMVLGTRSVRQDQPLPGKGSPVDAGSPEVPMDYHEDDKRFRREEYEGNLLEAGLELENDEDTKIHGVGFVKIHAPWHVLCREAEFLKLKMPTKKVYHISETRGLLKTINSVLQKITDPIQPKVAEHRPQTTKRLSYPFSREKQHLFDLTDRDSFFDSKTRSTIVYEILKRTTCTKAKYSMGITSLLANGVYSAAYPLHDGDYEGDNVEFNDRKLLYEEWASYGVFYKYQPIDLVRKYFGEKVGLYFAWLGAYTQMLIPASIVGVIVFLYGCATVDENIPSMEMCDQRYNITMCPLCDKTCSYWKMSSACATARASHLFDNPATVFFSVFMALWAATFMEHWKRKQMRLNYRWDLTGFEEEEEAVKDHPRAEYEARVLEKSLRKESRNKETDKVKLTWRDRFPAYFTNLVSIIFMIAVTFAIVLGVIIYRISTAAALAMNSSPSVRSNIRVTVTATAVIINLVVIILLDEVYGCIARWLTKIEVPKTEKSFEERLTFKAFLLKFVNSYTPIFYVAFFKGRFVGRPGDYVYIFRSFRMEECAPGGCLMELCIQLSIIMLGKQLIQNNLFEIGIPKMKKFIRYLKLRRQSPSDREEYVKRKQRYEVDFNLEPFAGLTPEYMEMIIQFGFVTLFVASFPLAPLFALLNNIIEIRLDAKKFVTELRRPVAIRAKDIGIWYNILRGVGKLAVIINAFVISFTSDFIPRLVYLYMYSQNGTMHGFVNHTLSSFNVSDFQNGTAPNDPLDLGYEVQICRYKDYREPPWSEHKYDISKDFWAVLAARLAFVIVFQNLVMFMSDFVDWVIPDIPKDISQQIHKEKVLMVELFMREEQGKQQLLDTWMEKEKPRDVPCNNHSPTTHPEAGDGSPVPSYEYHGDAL
# HDAC3 inhib: human HDAC3 inhibition | 0.15% of 320,000 active | recombinant HDAC3, fluorogenic peptide/trypsin coupled, fluorescence | O15379 | inhibition, % at 8.3 µM; in the data active = inhibition above about 26%, passing the limit was not always enough; inconclusive = no clear call, values can overlap the other calls
# hERG rescue: hERG (human) protection from proarrhythmic block. CHO-hERG, FluxOR thallium flux, dofetilide IC70 present. activation (rescue from dofetilide block), less the hit threshold, % at 10 µM. AID 1511. 0.51% of 310,000 active;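 active = activation above the mean of controls blocked by dofetilide plus 5 SD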;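 note: thallium influx through hERG after potassium depolarization seen as dye fluorescence rise; in these data hits start at about 4.7%; inactives centre near -7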
# KCNQ1 block: inhibitors of human KCNQ1 potassium channel; P51787; CHO-K1 KCNQ1, FluxOR thallium flux fluorescence; active compounds read high; B-score at 10 µM; 1.3% of 310,000 active; AID 2642;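 active = compounds whose thallium flux B-score, printed positive for inhibition, exceeds three library SD while starting fluorescence stays within three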;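 note: channel opened by potassium depolarization with thallium stimulus after 20 min compound exposure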
# ANO1 activ: activates or potentiates the mouse TMEM16A chloride channel | Q8BHY3 | HEK293 TMEM16A/YFP-H148Q/I152L, iodide quench fluorescence; active compounds read low | B-score at 10 µM | 0.3% of 340,000 active | AID 623877;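 active = fluorescence-ratio B-score plate-corrected deviation score at least 3 library SD below zero, with starting fluorescence score within 5 deviations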;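 note: channel opened by trigger with iodide after compound preincubation; score built on the fluorescence ratio of max minus min over baseline; more negative score means more quench and so TMEM16A activation or potentiation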
# Active calls of the source: *; i = inactive; u = inconclusive; x = not tested or not shown. An excerpt. The share of hits here may be higher or lower than overall.
Structure,KCNK3 inh,TRPC4 agonist,KCNK9 block,DYRK1A inh,TRPC4 PAM,KCNQ1 pot,TMEM16A inh,HDAC3 inhib,hERG rescue,KCNQ1 block,ANO1 activ
O/N=C(/CN(O)/C=C1/C=CC=N1)c1cccs1,i,i,i,1,i,i,i,8,-4,i,i
COc1ccccc1NC(=O)CN1CCN(CC(=O)Nc2ccc(OCc3ccccc3)cc2)CC1,i,i,i,-7,i,i,i,-2,-15,i,i
Cc1ccccc1OCC(=O)Nc1ccc(S(=O)(=O)N2CCCC2)cc1,i,i,i,9,i,i,i,x,-18,i,i
O=C(NCc1ccccc1Cl)C1CCN(S(=O)(=O)N2CCCC2)CC1,i,i,i,0,i,i,i,2,-7,i,i
Cc1ccc(N=C(NO)c2cnccc2C(F)(F)F)c(C)c1,i,i,i,-1,i,i,i,-3,2,i,i
Cc1cccc(NC(=O)Cn2nc(-c3cccs3)ccc2=O)c1C,i,i,i,-4,i,i,i,-3,-8,i,i
CC(C)Cc1ccc(-c2cc(=O)[nH][nH]2)cc1,i,i,i,1,i,i,i,7,-6,i,i
CCN(CC)S(=O)(=O)c1ccc(NS(=O)(=O)c2ccc(C)c(C)c2)cc1,i,i,i,-2,i,i,i,2,-6,i,i
Cc1cc(S(=O)(=O)NCCN2CCOCC2)c(C)s1,i,i,i,-3,i,i,i,0,-8,i,i
COc1ccc(N(CC(=O)NC2CCCCC2)C(=O)CNC(=O)c2ccco2)cc1,i,i,i,4,i,i,i,-10,-2,i,i
Cc1cc(-c2ccc(N3C(=O)CCC3=O)c(C)c2)ccc1N1C(=O)CCC1=O,i,i,i,3,i,i,i,0,-4,i,i
CCc1ccc(N(CC(=O)NC(C)C)C(=O)CCC(=O)Nc2nccs2)cc1,i,i,i,-2,i,i,i,-2,-2,i,i
CCOC(=O)C1CCN(C(=O)Cn2cc3c(n2)CCC(C)C3)CC1 (configuration not stated),i,i,i,2,i,i,i,-8,-2,i,i
N#CCCN1CCN(S(=O)(=O)c2ccc3c(c2)OCCCO3)CC1,i,i,i,5,i,i,i,1,-8,i,i
CCSc1nnc(NC(=O)CCC2CCCCC2)s1,i,i,i,6,i,i,i,-1,-4,i,i
O=C(COC(=O)C1CC1)Nc1ccc(N=Nc2ccccc2)cc1,i,i,i,-3,i,i,i,10,-7,i,i
CCNC(=O)NC(=O)C(C)Sc1nc2ccccc2c(=O)n1-c1cccnc1 (configuration not stated),i,i,i,0,i,i,i,-1,-5,i,i
CC(C)c1cccc(C(C)C)c1NC(=O)CN1C(=O)NC2(CCCC2)C1=O,i,i,i,2,i,i,i,-1,-2,i,i
Cc1ccc2c(NC(=O)c3ccco3)cccc2n1,i,i,i,-4,i,i,i,0,-8,i,i
O=C(c1cc(-c2cccc(Cl)c2)on1)N1CCN(c2ccccc2)CC1,i,i,i,2,i,i,i,9,-6,i,i
COc1cc(-c2cc(-c3ccc(N)cc3)[nH]c(=O)c2C#N)cc(OC)c1OC,i,i,i,-3,i,i,i,-3,-12,i,i
Cc1oc(-c2ccccc2Cl)nc1CSCC(=O)O,i,i,i,4,i,i,i,x,-4,i,i
O=C(Cn1c2[n+](c3ccc(C(F)(F)F)cc31)CCCCC2)c1ccc2c(c1)OCCO2,i,i,i,-15,i,i,i,u,-7,i,i
CCOc1ccc(/C(C)=N/NC(=O)Cn2nc([N+](=O)[O-])cc2C)cc1,i,i,i,2,i,i,i,0,-7,i,i
Cc1[nH]c2ccccc2c1C(=O)CN1CCC(C)CC1,i,i,i,3,i,i,i,-3,-5,i,i
O=C(COc1ccc(Cl)cc1Cl)N1CCCN(C(=O)COc2ccc(Cl)cc2Cl)CC1,i,i,-11*,-1,i,i,i,15,-15,i,i
CC1(C)O[C@@H]2CC3C4C[C@H](F)C5=CC(=O)C=CC5(C)C4C(O)CC3(C)[C@]2(C(=O)CO)O1 (some centres not stated),i,i,i,-10,i,i,i,0,-4,i,i
COc1cccc(CNC(=O)CCNC(=O)c2ccco2)c1,i,i,i,10,i,i,i,-2,-8,i,i
O=C1c2ccccc2C(=O)N1CCCC(=O)N1CCc2ccccc21,i,i,i,-2,i,i,i,0,-11,i,i
CNC(=O)CCc1ccc(OC)cc1,i,i,i,6,i,i,i,1,-2,i,i
COC(=O)Cc1cc(=O)n2c(nc3ccccc32)[nH]1,i,i,i,16,i,i,i,-1,-3,i,i
CCOC(=O)N1CCN(c2nc3c(c(=O)[nH]c(=O)n3C)n2Cc2ccccc2Cl)CC1,x,i,i,x,i,i,x,x,-8,i,x
CC(=O)Nc1ccc(S(=O)(=O)NNC(=O)c2cccc(Br)c2)cc1,i,i,i,-1,i,i,i,1,-8,i,i
Cc1ccc(Nc2cc(C)nc3c(C)cccc23)cc1,i,i,i,-5,i,i,i,7,-6,i,i
O=C(C1CCCO1)N1CCN(C(=S)Nc2ccc(F)c(Cl)c2)CC1 (configuration not stated),i,i,i,0,i,i,i,-10,-4,i,i
CCOC(=O)N1CCN(Cc2ccc(F)cc2F)CC1,i,i,i,-4,i,i,i,-5,-7,i,i
O=C(/C=C/c1cccc([N+](=O)[O-])c1)Nc1ccc(Cl)cn1,i,i,i,2,i,i,i,-1,-18,i,i
COc1cc(C(=O)Nc2ccccc2N2CCOCC2)ccc1OCC(=O)N1CCOCC1,i,i,i,-1,i,i,i,8,-3,i,i
CCN1C(=O)C(CC(=O)NC)N(NC(=O)c2ccccc2)C1=S (configuration not stated),i,i,i,11,i,i,i,2,-2,i,i
COCc1nnc(NC(=O)c2ccc3c(c2)OCO3)s1,i,i,i,2,i,i,i,1,-9,i,i
Cc1ccc(-n2c(SCC(N)=O)nnc2-c2cnccn2)cc1,i,i,i,x,i,i,i,-1,-15,i,i
COc1ccc(Cn2c(-c3ccccc3)nc3c(c(=O)c4ccccc4n3C)c2=O)cc1,i,i,i,5,i,i,i,2,-5,i,i
CC(=O)Nc1ccc(Nc2nc(C(F)(F)F)nc3c2nnn3Cc2ccccc2Cl)cc1,i,i,i,-4,i,i,i,-2,-7,i,i
CCCC(=O)N1CCN(c2ccc(NC(=O)c3ccc(Br)o3)cc2)CC1,i,i,i,4,i,i,i,-5,-11,i,i
CCOC(=O)Cc1csc(Nc2c(C)n(C)n(-c3ccccc3)c2=O)n1,i,i,i,4,i,i,i,-9,-4,i,i
c1ccc2c(c1)NCC1CCCN21 (configuration not stated),i,i,i,3,i,i,i,0,-11,i,i
CC1(C)C2CCC1(C)C(OC(=O)c1ccccc1C(=O)O)C2 (configuration not stated),i,i,i,-8,i,i,i,2,-8,i,i
CCCNC(=O)c1ccc(COc2ccc(CCC)cc2OC)o1,i,i,i,-1,i,i,i,3,-5,i,i
C=CCOC(=O)C1=C(C)OC(N)=C(C#N)C1c1ccc(OC)c(CSc2ccccn2)c1 (configuration not stated),i,i,i,2,i,i,i,4,-5,i,i
Cc1ccc(CN2CCN(Cc3c(C)nn(-c4ccc(F)cc4)c3C)CC2CCO)o1 (configuration not stated),i,i,i,-4,i,i,i,0,-2,i,i
COc1ccc(C(=O)Nc2cccc(C(=O)N3CCCCC3)c2)cc1,i,i,i,-2,i,i,i,1,-8,i,i
O=C(NCCN1C(=O)S/C(=C\c2cccs2)C1=O)[C@H](Cc1ccccc1)N1C(=O)c2ccccc2C1=O,x,i,i,x,i,i,i,3,-3,i,x
COc1ccc(C(=O)/C=C\c2ccc(NC(=O)c3cccs3)cc2)cc1,i,i,i,-2,i,i,i,1,-5,i,i

# Four entries picked at random from the list so far, as already listed:
Structure,KCNK3 inh,TRPC4 agonist,KCNK9 block,DYRK1A inh,TRPC4 PAM,KCNQ1 pot,TMEM16A inh,HDAC3 inhib,hERG rescue,KCNQ1 block,ANO1 activ
CC(=O)Nc1ccc(S(=O)(=O)NNC(=O)c2cccc(Br)c2)cc1,i,i,i,-1,i,i,i,1,-8,i,i
CCc1ccc(N(CC(=O)NC(C)C)C(=O)CCC(=O)Nc2nccs2)cc1,i,i,i,-2,i,i,i,-2,-2,i,i
O=C(NCc1ccccc1Cl)C1CCN(S(=O)(=O)N2CCCC2)CC1,i,i,i,0,i,i,i,2,-7,i,i
COc1cc(C(=O)Nc2ccccc2N2CCOCC2)ccc1OCC(=O)N1CCOCC1,i,i,i,-1,i,i,i,8,-3,i,i

# Some of the entries so far, with two lines to a compound.
# Each structure is followed by: KCNK3 inh, TRPC4 agonist, KCNK9 block, DYRK1A inh, TRPC4 PAM, KCNQ1 pot, TMEM16A inh, HDAC3 inhib, hERG rescue, KCNQ1 block, ANO1 activ
Cc1ccc(CN2CCN(Cc3c(C)nn(-c4ccc(F)cc4)c3C)CC2CCO)o1 (configuration not stated)
    i, i, i, -4, i, i, i, 0, -2, i, i
Cc1ccc(Nc2cc(C)nc3c(C)cccc23)cc1
    i, i, i, -5, i, i, i, 7, -6, i, i
Cc1ccc(-n2c(SCC(N)=O)nnc2-c2cnccn2)cc1
    i, i, i, x, i, i, i, -1, -15, i, i
O=C(/C=C/c1cccc([N+](=O)[O-])c1)Nc1ccc(Cl)cn1
    i, i, i, 2, i, i, i, -1, -18, i, i
